Compound activity as filed in PubChem BioAssay.
SRC2 inh: inhibition of GAL4-SRC2 driven luciferase reporter, primary screen, SRC2 inhibitor project, cell-based, luminescence | Nuclear receptor coactivator 2 (Homo sapiens), Q15596 | HEK293 GAL4-SRC2 luciferase reporter | inhibition, % at 9 µM | 370,000 compounds, 0.17% hits | AID 651957, 2012;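 active = inhibition above the mean inhibition of all tested compounds plus 3 SD, set per campaign, cut at about 52% in these data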;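 note: 0% = DMSO treated cells and 100% = cells given Gossypol at 36 µM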
NCOA3 inh: SRC3 coactivator transcriptional activity inhibitors, primary screen, cell-based, luminescence. Nuclear receptor coactivator 3 (Homo sapiens), Q9Y6Q9. HEK293 GAL4-SRC3 luciferase reporter. inhibition, % at 3.6 µM. 360,000 compounds, 0.17% hits. AID 588352, 2011;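 active = inhibition above a per-campaign cutoff, the mean of all compounds plus 3 SD, cut at about 60% in these data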;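 note: 0% = DMSO-treated cells and 100% = gossypol-treated cells at 36 µM; higher means less SRC3-driven luciferase light from the GAL4 reporter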
NOD2 RIPK2 PPI: NOD2-RIPK2 binding disruptors in cells, primary screen, fluorescence, CHO cells, BLA complementation. Receptor-interacting serine/threonine-protein kinase 2 (Homo sapiens), O43353. CCF4 ratio. inhibition, % at 4.98 µM. 360,000 compounds, 0.38% hits; in the data active = inhibition above about 21%;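 note: 0% = vehicle only and 100% = reference blocker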
Target sequence (O43353 whole entry, looked up): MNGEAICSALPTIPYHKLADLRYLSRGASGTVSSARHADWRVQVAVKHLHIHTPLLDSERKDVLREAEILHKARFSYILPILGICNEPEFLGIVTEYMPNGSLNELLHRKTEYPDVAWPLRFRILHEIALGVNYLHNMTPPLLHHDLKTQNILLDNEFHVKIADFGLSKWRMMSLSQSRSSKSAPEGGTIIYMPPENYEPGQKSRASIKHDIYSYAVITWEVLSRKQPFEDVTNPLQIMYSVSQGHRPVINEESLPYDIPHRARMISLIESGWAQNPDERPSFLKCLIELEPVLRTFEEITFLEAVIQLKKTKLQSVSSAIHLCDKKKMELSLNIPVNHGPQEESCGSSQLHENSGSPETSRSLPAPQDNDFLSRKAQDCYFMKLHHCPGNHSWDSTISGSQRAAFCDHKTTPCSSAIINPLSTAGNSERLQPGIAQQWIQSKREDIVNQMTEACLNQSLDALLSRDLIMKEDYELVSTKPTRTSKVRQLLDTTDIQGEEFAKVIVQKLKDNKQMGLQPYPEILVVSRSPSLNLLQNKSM
TLR9-MyD88 inh: inhibitors of TLR9-MyD88 association in cells, primary screen, cell-based, CHO, BLA complementation, fluorescence. Toll-like receptor 9 (Homo sapiens) + Myeloid differentiation primary response protein …. CCF4 FRET ratio. inhibition, % at 4.98 µM. 340,000 compounds, 0.21% hits;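 active = inhibition above the mean over all tested compounds plus 3 SD, cut at about 21% in these data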;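 note: 0% = DMSO only wells and 100% = clavulanate BLA inhibitor control wells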
LMP1 NFkB inh: EBV LMP1-driven NF-kappaB luciferase reporter inhibitors, primary screen, cell-based, luminescence, single point. 350,000 compounds, 0.69% hits. LMP1-induced NF-kappaB luciferase reporter cells. inhibition, % at 12.5 µM. AID 504558, 2011; in the data active = inhibition above about 41%;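 note: 0% = neutral control wells and 100% = reference inhibitor control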
SRC1 inh: SRC1 coactivator transcriptional activity inhibitors, primary screen, cell-based, luminescence | Nuclear receptor coactivator 1 (Homo sapiens), Q15788 | HEK293 GAL4-SRC1 luciferase reporter | inhibition, % at 3.6 µM | 360,000 compounds, 0.12% hits | AID 588354, 2011;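 active = inhibition above the campaign mean plus 3 SD, with each screening campaign given its own cutoff, cut at about 60% in these data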;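 note: 0% = DMSO treated cells and 100% = gossypol at 36 µM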
NR5A2 inv ag: LRH-1 (NR5A2) inverse agonists, primary screen, cell-based, luminescence, HEK293T, StAR-luciferase reporter | LRH-1 transfected, 24 h | inhibition, % at 3.6 µM | 360,000 compounds, 0.13% hits | Nuclear receptor subfamily 5 group A member 2 (Homo sapiens), O00482;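 active = inhibition above the mean inhibition of all tested compounds plus 3 SD, cut at about 73% in these data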;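 note: 0% = DMSO wells and 100% = reporter-only cells lacking LRH-1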
TROY signal inh: inhibitors of TROY-driven NF-kB signaling, primary screen, Q293 LMP1-TROYcd cells, NF-kB luciferase, uHTS. Q293 LMP1-TROYcd NF-kB luciferase reporter, 4 h. inhibition, % at 10 µM. 360,000 compounds, 0.98% hits;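 active = compounds whose plate-normalised and pattern-corrected inhibition of the luciferase reporter signal at the single screening dose is 50% or more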
C8 TRAIL sens: viability loss with TRAIL in NB7+C8 cells, primary screen, TRAIL sensitizer project, cell-based, ATPlite luminescence; 360,000 compounds, 1% hits; inhibition (viability loss, TRAIL sensitization), % at 10 µM;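 active = compounds causing at least 50% loss of cell viability in the single-dose screen, relative to plate controls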
TWEAK-Fn14 inh: inhibitors of TWEAK-Fn14 signaling, primary screen, luciferase reporter cells, uHTS | TWEAK-stimulated Fn14 reporter cells, luciferase luminescence, 8 h | inhibition, % at 10 µM | 360,000 compounds, 2% hits | AID 1159606, 2016; in the data active = inhibition above about 50%
COUP-TFII inh: NR2F2 transcriptional activity inhibitors, primary screen, cell-based, luciferase reporter, HEK293T, luminescence. HEK293T NGFI-A luciferase reporter. AID 686940, 2013. inhibition, % at 8.6 µM. 370,000 compounds, 0.7% hits. COUP transcription factor 2 (Homo sapiens), P24468;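 active = inhibition above a per-plate cutoff, mean inhibition of test wells between control levels plus 3 SD, cut at about 38% in these data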;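 note: cells cotransfected with COUP-TFII expression vector driving the NGFI-A reporter; 0% = median of COUP-TF2 test wells and 100% = reporter-only cells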
Target sequence (P24468 whole entry, looked up): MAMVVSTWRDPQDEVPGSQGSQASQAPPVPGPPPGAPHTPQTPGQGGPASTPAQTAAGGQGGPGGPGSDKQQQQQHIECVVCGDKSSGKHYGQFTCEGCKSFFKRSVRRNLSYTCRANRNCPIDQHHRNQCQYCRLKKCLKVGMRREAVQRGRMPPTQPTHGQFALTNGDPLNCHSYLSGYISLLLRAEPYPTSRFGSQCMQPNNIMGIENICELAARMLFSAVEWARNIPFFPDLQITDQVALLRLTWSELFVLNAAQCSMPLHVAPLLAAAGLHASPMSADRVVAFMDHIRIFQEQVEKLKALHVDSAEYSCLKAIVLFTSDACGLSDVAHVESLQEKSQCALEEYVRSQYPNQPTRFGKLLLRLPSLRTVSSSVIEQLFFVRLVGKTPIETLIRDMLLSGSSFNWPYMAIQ
The depositor's hits bear a star; . = no result given. These rows are one share of the data; the hit share may differ from the screen's.

SMILES	SRC2 inh	NCOA3 inh	NOD2 RIPK2 PPI	TLR9-MyD88 inh	LMP1 NFkB inh	SRC1 inh	NR5A2 inv ag	TROY signal inh	C8 TRAIL sens	TWEAK-Fn14 inh	COUP-TFII inh
CCCCNC(=O)C1(C)CCN1C(=O)c1cccc(OC(F)(F)F)c1 (stereo unspecified)	13	10	-1	.	.	13	0	-1	-12	7	3
CC1=NN(c2ccccc2)C(=O)/C1=C\c1sccc1C	1	-1	0	4	9	-3	25	-9	-3	-8	16
CCOC(=O)C1(CCOc2ccccc2)CCN(Cc2cccc(-n3cccn3)c2)CC1	23	12	-4	14	4	-14	7	28	10	6	15
CCCc1ccc(S(=O)(=O)N2CCN(C(C)C(=O)NCc3ccccc3)CC2)cc1 (stereo unspecified)	-17	8	0	3	-8	-5	14	-13	1	9	21
O=C(Nc1cccc(Cl)c1)NC1CC2CCC(C1)N2Cc1cccs1 (stereo unspecified)	-9	2	-5	-12	6	-13	-17	5	0	-12	2
COc1ccccc1-c1nnc(SCC(=O)NC2CCCCC2)n1N	-23	-17	-6	-6	-4	-2	11	-37	-16	-4	4
CN(C)/N=C/c1ccc(OS(=O)(=O)c2ccccc2)cc1	-27	-47	-1	10	-30	-47	-55	-50	0	-39	-26
O=S(=O)(Cc1nnnn1-c1ccccc1)c1ccccc1	-19	8	-9	-6	-15	-8	5	-1	-23	-3	2
CCn1c(SCC(=O)Nc2cc(C)on2)nnc1-c1ccncc1	0	0	-9	-4	-6	-30	17	12	-9	-14	-4
Cc1ccc(S(=O)(=O)N(C)C[C@@H]2Oc3ncc(Br)cc3C(=O)N([C@H](C)CO)C[C@@H]2C)cc1	-5	-5	0	6	3	-9	0	-1	-4	9	7
Cc1ccc(Cl)cc1NC(=S)N(CCN(C)C)C(C)c1ccccn1 (stereo unspecified)	-5	5	-11	2	4	-25	-18	-20	-2	-12	5
COc1ccc2c(c1)C(c1ccccc1)NC(=O)C2 (stereo unspecified)	13	11	-15	-3	-9	-5	13	-3	-21	2	12
O=C(c1ccc2nc(-c3ccco3)c(-c3ccco3)nc2c1)N1CCN(c2ccccc2)CC1	12	14	3	-1	14	-7	-3	13	-2	34	13
CN(CC(=O)NC1CCCCC1)S(=O)(=O)c1ccc(Cl)cc1	-26	-2	0	1	16	4	6	-7	10	-10	-11
COC(=O)C1=C(Nc2ccc(C)cc2)C=C(C)C(C(=O)OC)C1c1ccc(OC)cc1 (stereo unspecified)	24	-13	-10	-9	-2	-5	-9	-25	12	2	17
O=C(NCc1ccccc1CN1CCCC1)c1cccc(S(=O)(=O)N2CCCC2)c1	-4	-3	-16	-10	3	-5	-2	-19	-7	12	10
Cc1cccc(-c2nnc(SCC(=O)NC3CCCC3)o2)c1	-36	-2	-6	2	-11	-2	-12	-3	4	-19	1
COc1ccc(Cc2noc(CN3CCN(c4ccc(Cl)cn4)CC3)n2)cc1OC	19	39	-12	4	25	27	11	25	20	28	41*
COc1cccc(C(=O)COC(=O)C(C)N2C(=O)c3ccccc3C2=O)c1 (stereo unspecified)	-3	19	2	-2	0	-2	30	-28	-11	8	-2
COC(=O)[C@@]12C[C@@H](CC(=O)NCCC(C)C)C(=O)N(Cc3ccco3)C1=CCC(C)(C)C2	-1	.	5	.	.	.	0	.	-4	.	1
CCN(C(=O)CSc1nnc(-c2ccncc2)n1-c1ccccc1)C1CCS(=O)(=O)C1 (stereo unspecified)	11	8	-5	1	6	1	1	-6	1	-2	13
Cc1cc(-c2ccccc2)nc(Nc2nc3c(C)cccc3c(=O)[nH]2)n1	-1	-9	0	-5	-15	-4	-26	-23	71*	-43	8
CCOC(=O)C1(C)NC(c2ccco2)C2C(=O)N(C)C(=O)C21 (stereo unspecified)	22	23	-1	6	4	9	2	4	5	-1	-9
COc1cc2c(O)c3c(c(-c4ccc5c(c4)OCO5)c2cc1OC)C(=O)OC3	-9	28	-2	-1	-241	7	22	-12	24	-60	-40
Cc1cc(-c2nnc(SCC(=O)Nc3ccccc3)n2C)no1	14	10	-3	-7	5	-11	1	-7	14	-15	-1
CC(C)(C)N1C(=O)c2ccc(C(=O)Nc3nccs3)cc2C1=O	-47	-42	7	4	-27	-115	-169	-28	19	-37	-40
O=C(NCCCN1CCOCC1)c1ccccc1-c1ccccc1	7	-28	-5	14	-6	2	11	-3	-7	9	4
CC(=O)c1ccc(OC(=O)C2c3ccccc3Oc3ccccc32)cc1	6	-13	4	11	-3	-4	-10	15	-5	-4	-11
CCOC(=O)c1ccc(CC(=O)c2ccc(O)c(O)c2O)o1	-30	-2	-6	-7	-1	-4	8	-2	-1	-3	6
C/C=C/c1ccc(OCCOc2cc(C=O)ccc2OC)c(OC)c1	-37	-49	-2	-2	-36	-65	-97	-27	12	-11	-33

14 of these compounds in a different format:
Screens in order – SRC2 inh | NCOA3 inh | NOD2 RIPK2 PPI | TLR9-MyD88 inh | LMP1 NFkB inh | SRC1 inh | NR5A2 inv ag | TROY signal inh | C8 TRAIL sens | TWEAK-Fn14 inh | COUP-TFII inh
CN(CC(=O)NC1CCCCC1)S(=O)(=O)c1ccc(Cl)cc1
  -26 | -2 | 0 | 1 | 16 | 4 | 6 | -7 | 10 | -10 | -11
COC(=O)C1=C(Nc2ccc(C)cc2)C=C(C)C(C(=O)OC)C1c1ccc(OC)cc1 (stereo unspecified)
  24 | -13 | -10 | -9 | -2 | -5 | -9 | -25 | 12 | 2 | 17
O=C(NCc1ccccc1CN1CCCC1)c1cccc(S(=O)(=O)N2CCCC2)c1
  -4 | -3 | -16 | -10 | 3 | -5 | -2 | -19 | -7 | 12 | 10
Cc1cccc(-c2nnc(SCC(=O)NC3CCCC3)o2)c1
  -36 | -2 | -6 | 2 | -11 | -2 | -12 | -3 | 4 | -19 | 1
COc1ccc(Cc2noc(CN3CCN(c4ccc(Cl)cn4)CC3)n2)cc1OC
  19 | 39 | -12 | 4 | 25 | 27 | 11 | 25 | 20 | 28 | 41*
COc1cccc(C(=O)COC(=O)C(C)N2C(=O)c3ccccc3C2=O)c1 (stereo unspecified)
  -3 | 19 | 2 | -2 | 0 | -2 | 30 | -28 | -11 | 8 | -2
COC(=O)[C@@]12C[C@@H](CC(=O)NCCC(C)C)C(=O)N(Cc3ccco3)C1=CCC(C)(C)C2
  -1 | . | 5 | . | . | . | 0 | . | -4 | . | 1
CCN(C(=O)CSc1nnc(-c2ccncc2)n1-c1ccccc1)C1CCS(=O)(=O)C1 (stereo unspecified)
  11 | 8 | -5 | 1 | 6 | 1 | 1 | -6 | 1 | -2 | 13
Cc1cc(-c2ccccc2)nc(Nc2nc3c(C)cccc3c(=O)[nH]2)n1
  -1 | -9 | 0 | -5 | -15 | -4 | -26 | -23 | 71* | -43 | 8
CCOC(=O)C1(C)NC(c2ccco2)C2C(=O)N(C)C(=O)C21 (stereo unspecified)
  22 | 23 | -1 | 6 | 4 | 9 | 2 | 4 | 5 | -1 | -9
COc1cc2c(O)c3c(c(-c4ccc5c(c4)OCO5)c2cc1OC)C(=O)OC3
  -9 | 28 | -2 | -1 | -241 | 7 | 22 | -12 | 24 | -60 | -40
Cc1cc(-c2nnc(SCC(=O)Nc3ccccc3)n2C)no1
  14 | 10 | -3 | -7 | 5 | -11 | 1 | -7 | 14 | -15 | -1
CC(C)(C)N1C(=O)c2ccc(C(=O)Nc3nccs3)cc2C1=O
  -47 | -42 | 7 | 4 | -27 | -115 | -169 | -28 | 19 | -37 | -40
O=C(NCCCN1CCOCC1)c1ccccc1-c1ccccc1
  7 | -28 | -5 | 14 | -6 | 2 | 11 | -3 | -7 | 9 | 4

The results go on:
SMILES	SRC2 inh	NCOA3 inh	NOD2 RIPK2 PPI	TLR9-MyD88 inh	LMP1 NFkB inh	SRC1 inh	NR5A2 inv ag	TROY signal inh	C8 TRAIL sens	TWEAK-Fn14 inh	COUP-TFII inh
Cc1cc(C)c(S(=O)(=O)Nc2cccc(/C=C/C(=O)O)c2)c(C)c1	3	10	-3	-7	5	-6	4	7	-13	6	5
CCN(CC(=O)Nc1ccc(NC(C)=O)cc1)C(=O)Cc1ccccc1F	-24	-18	7	1	-3	-15	9	-6	-21	13	-5
CCOc1ccc(N=C2NC(=O)CS2)cc1	16	4	-13	0	-23	7	-5	4	7	11	-13
Cc1ccc(NC(=S)NNC(=O)c2nn(C)cc2Cl)cc1	-4	-32	-4	1	-9	-52	-75	-36	13	-8	-12
CCOc1ccccc1NS(=O)(=O)c1ccc(OC)c(OC)c1	12	4	2	-4	3	2	11	-16	-7	7	-5
CC(=O)c1c(O)c(C)c(O)c2c1OC1=Cc3c(c(C)nn3-c3ccccc3)C(=O)C12C (stereo unspecified)	0	3	-8	3	-17	-12	-10	-3	1	7	18
O=C(NCC1CCCO1)c1nn2c(C(F)(F)F)cc(-c3cccs3)nc2c1Br (stereo unspecified)	-2	0	-2	-10	4	-12	-23	-3	-6	9	1
CCOC(=O)c1csc(NC(C)=O)n1	-32	13	-4	-1	9	-1	-10	-15	-8	4	7
CCN(CC)C(=O)C1CCCN(Cc2ccc(OC)c(C)c2C)C1 (stereo unspecified)	12	10	0	-13	-5	11	2	0	-3	4	14
Cc1ccc(S(=O)(=O)NCc2cn3ccsc3n2)c(C)c1	-10	8	-10	1	-2	12	5	2	-6	-23	9
COCCn1cc(C(=S)N2CCOCC2)c2ccccc21	-10	11	-3	-4	-1	-4	12	13	-4	12	-14
Cc1ccccc1-c1nc(CS(=O)(=O)CC(=O)Nc2cc(F)ccc2F)c(C)o1	-12	-13	7	9	-29	-30	8	10	28	11	4
COc1cccc(N2CC(O)=C(c3nc4ccccc4c(=O)[nH]3)C2=N)c1	.	12	-3	2	5	-18	40	17	7	31	.
Cc1cccc2c1cnn2C(=O)CCC(=O)N1CCC(C)CC1	8	11	-2	3	3	11	-19	-47	-9	-38	10
